Bioassay records deposited in PubChem by National Center for Advancing Translational Sciences (NCATS).
GAA glycogen: inhibitors or activators of human alpha-glucosidase glycogen cleavage | P10253 | recombinant GAA, glycogen substrate, Amplex Red glucose oxidase fluorescence | Potency, µM (titrated, usually from 76.4 µM), without a hit: at the top dose activity change, negative = inhibition, actives largely listed as inhibitors | actives 0.38% (n = 300,000);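 also: potency is read from the fitted curve at half-maximal effect; 0% = full enzyme reaction and -100% = no-enzyme basal signal; the screen sought inhibitors and activators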
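Recombinant human alpha-glucosidase (4 nM final) hydrolysed bovine liver glycogen (30 ug) for 40 min at 37 C in pH 5.0 citrate/phosphate with 0.01% Tween-20. Released glucose detected by glucose oxidase/Amplex Red, Ex 573/Em 610 nm. Compounds up to 77 uM; AC50 from Hill fits.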
GAA spleen mod: inhibitors or activators of human alpha-glucosidase in spleen homogenate | P10253 | human spleen homogenate, 4-MU-alpha-glucoside fluorescence | Potency, µM (doses to about 79.9 µM), for the others: at the highest dose activity change, negative = inhibition, hits mostly inhibitors | actives 0.006% (n = 240,000);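 also: potency is read from the fitted curve at half-maximal effect; 0% = enzyme with vehicle and -100% = no enzyme basal signal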
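Human spleen homogenate (1 ug) incubated with compounds and 1 mM 4-methylumbelliferyl-alpha-D-glucopyranoside in pH 5.0 citrate/phosphate buffer, 37 C, 40 min. Stopped at pH 10; 4-MU fluorescence (Ex 365/Em 440 nm); AC50 by Hill fit.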
CBFb-RUNX1 inh: blocks binding between human CBF-beta and RUNX1; Q01196+Q13951; AlphaScreen CBFb-His/RUNX1-biotin binding, biochemical; Potency, µM (titrated, usually from 59.8 µM), without a hit: at the top dose activity, negative = inhibition, actives largely listed as inhibitors; 230,000 tested, under 10 active; AID 1477; also: % of control where 0% means no effect
Target sequence (Q01196 whole entry, looked up): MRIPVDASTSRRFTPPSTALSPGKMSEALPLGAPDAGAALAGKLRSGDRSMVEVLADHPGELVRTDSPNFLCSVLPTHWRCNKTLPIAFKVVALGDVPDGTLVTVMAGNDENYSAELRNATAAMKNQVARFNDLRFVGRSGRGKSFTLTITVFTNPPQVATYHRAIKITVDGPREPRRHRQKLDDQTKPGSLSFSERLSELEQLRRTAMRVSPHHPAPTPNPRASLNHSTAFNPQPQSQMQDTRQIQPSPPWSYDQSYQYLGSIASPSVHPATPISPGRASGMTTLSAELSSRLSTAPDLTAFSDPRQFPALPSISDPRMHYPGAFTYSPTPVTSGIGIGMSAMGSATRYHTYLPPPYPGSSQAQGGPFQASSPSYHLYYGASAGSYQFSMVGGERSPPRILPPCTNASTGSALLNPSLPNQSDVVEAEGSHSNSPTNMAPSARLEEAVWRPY
Target sequence (Q13951 whole entry, looked up): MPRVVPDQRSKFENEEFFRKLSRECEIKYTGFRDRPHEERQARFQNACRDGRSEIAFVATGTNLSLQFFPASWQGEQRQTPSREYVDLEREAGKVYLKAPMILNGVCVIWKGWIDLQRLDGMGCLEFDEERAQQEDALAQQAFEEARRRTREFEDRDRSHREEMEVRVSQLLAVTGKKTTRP
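Read-out: AlphaScreen. Format: His-CBF-beta with biotinylated RUNX1 (30 nM each) preincubated 20 min, compound 15 min, Ni-chelate plus streptavidin beads 90 min; room temperature throughout.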
HttQ103 aggreg: reduces HttQ103-GFP aggregates in PC12 cells; AID 1688; PC12 HttQ103-GFP aggregates, Acumen cytometry, 40 h; actives 1.1% (n = 220,000); Potency, µM (highest dose often 46.1 µM), for inactives: at the highest dose activity change, negative = inhibition, hits mostly inhibitors; also: potency is read from the fitted curve at half-maximal effect; % is scaled to controls: 0 for no effect and ±100 for the full control effect; nearly all actives have a fitted effect of over 60% in size
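Aggregate formation scored by laser-scanning cytometer (488 excitation, 500–530 emission) in lysed PC12 cells expressing Q103-GFP after 100 nM tebufenozide induction; library tested in dose series, with ATPLite reagent added in the multiplex.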
GAA inhib: alpha-glucosidase (human) inhibition. P10253. purified human GAA, 4-MU-alpha-glucoside fluorescence. Potency, µM (top dose mostly 76.9 µM), for inactives: top-dose activity change, negative = inhibition, most hits filed as inhibitors. actives 0.005% (n = 200,000);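 also: potency is read from the fitted curve at half-maximal effect; plate controls were uninhibited enzyme wells for no effect and no-enzyme background for full effect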
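Fluorogenic assay: 4 nM human alpha-glucosidase with 400 uM 4-methylumbelliferyl-alpha-D-pyranoside in 50 mM citrate/phosphate, 0.005% Tween-20, pH 5.0, 20 min at room temperature. Compounds tested up to 77 uM; AC50 from Hill fits.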
HTT ATP protect: protects HTT-Q103 PC12 cells, measured by ATP | PC12 HTT-Q103 induced, cytoprotection, ATP luminescence, 40 h | Potency, µM (titrated, usually from 56.4 µM), for inactives: cytoprotection (ATP increase), actives largely listed as activators | AID 1471 | actives 0.14% (n = 230,000);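 also: potency is read from the fitted curve at half-maximal effect; % of control where 0% means no effect; nearly all actives have a fitted effect of over 45% in size; toxic huntingtin expression switched on by the ecdysone agonist tebufenozide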
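Quantitative HTS on tebufenozide-induced (100 nM) PC12 cells expressing HTTQ103 exon 1–GFP; compounds tested as a concentration series; survival measured via cellular ATP.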
Lamin A splicing: changes lamin A minigene splicing in HeLa cells; AID 1487; HeLa LMNA splicing GFP/RFP minigene ratio, 48 h; Potency, µM (top dose mostly 46.1 µM), without a hit: top-dose ratio change, negative = inhibition, hits mostly inhibitors; actives 0.01% (n = 200,000); active = well fitted inhibition curve with a large enough effect in the signal ratio, with a control signal flat, not every such curve was filed as active; inconclusive = small, poorly fitted or top-dose-only effect, or effect the other way, or a change in a side signal; the % refers to the signal ratio; also: potency is read from the fitted curve at half-maximal effect; % is scaled to controls: 0 for no effect and ±100 for the full control effect
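Read-out is the ratio of GFP to DsRed2 object intensity, acquired by 488 nm laser-scanning cytometry on HeLa lamin A-EGFP minigene reporter cells. Compound incubation 48 hrs at 37 °C in Opti-MEM with 2% FBS; DMSO 0.5% final.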
* = called active by the depositor; ? = inconclusive; . = not tested or not shown; & = joins results of further samples; [ ] = remark or other dose. Unless noted, calls follow the shape of the dose curve; as a rule, active = well fitted curve in the direction sought with a large enough effect; inconclusive = small, poorly fitted or top-dose-only effect, or another doubt; inactive = no such curve, though single readings can be large; an effect the other way counts as inactive or inconclusive.

1	O=C(NCc1ccccn1)c1cccc(NS(=O)(=O)c2cccc(Cl)c2)c1
2	CCCn1c(NCc2cc(C)ccc2O)nc2ccccc21
3	CCN1CCN(c2nc(SC)nc3sc4c(c23)CC(C)(C)OC4)CC1
4	O=[N+]([O-])c1ccccc1/C=N/N1CCN(c2ccc(Cl)cc2)CC1
5	Cn1nc(C(F)(F)F)c2cc(NC(=O)OCc3ccc(F)cc3)sc21
6	Cc1ccsc1/C=N/NC(=S)NCc1ccccc1
7	Cc1nn(C)c(Oc2ccccc2)c1CCNC(=O)C(C)(C)C
8	COC(=O)c1ccc(C(NC(=O)OCc2ccccc2)/C(C)=C/[C@@H](C)C(=O)NCc2nc3ccccc3s2)cc1 (some centres undefined)

entry no.,1,2,3,4,5,6,7,8
GAA glycogen,-1%,-1%,1%,1%,-4%,4%,5%,.
GAA spleen mod,-3%,-2%,-5%,2%,0%,-7%,-7%,-5%
CBFb-RUNX1 inh,-4%,3%,0%,7%,6%,13%,20%,-1%
HttQ103 aggreg,3%,-7%,?,0%,-7%,-7%,-20%,.
GAA inhib,-6%,6%,2%,-5%,0%,-8%,6%,.
HTT ATP protect,10%[10 µM],-22%,1%[0.074 µM],9%[10 µM],9%,?,-10%,3%
Lamin A splicing,-8%,0%,0%,0%,?,.,.,.

Looked up above:
Entry for no. 4 in HttQ103 aggreg: 0%
Entry for no. 7 in CBFb-RUNX1 inh: 20%

Additional records:
9	COc1ccc(C2CC(c3ccccc3)=NN2C(=O)CSc2ncccn2)cc1 (centres undefined)
10	C/C(=N\O)c1ccccc1C(=O)O
11	O=C(NCc1cccs1)c1noc2c1CCCC2
12	COc1ccc2c(c1)c(C(=O)CN1CCN(c3ccccc3)CC1)c(C)n2C
13	CN(C)CCCN1C(=O)c2oc3ccc(F)cc3c(=O)c2C1c1cccnc1 (centres undefined)
14	CCOc1c(OC)cccc1C1CC(=O)Nc2cc(OC)c(OC)cc21 (centres undefined)
15	O=C(O)c1cccc(NCc2ccncc2)c1
16	COc1cc2c(cc1O)CCC1C2CC[C@]2(C)[C@@H](O)CC[C@@H]12 (some centres undefined)

entry no.,9,10,11,12,13,14,15,16
GAA glycogen,2%,4%,0%,1%,-11%,3%,7%,.
GAA spleen mod,-10%,-3%,-7%,-6%,-5%,-9%,1%,-19%
CBFb-RUNX1 inh,-12%,11%,2%,-19%,2%,1%,-1%,6%
HttQ103 aggreg,7%,19%,-12%,-10%[9.22 µM],-17%,9%,8%[9.22 µM],.
GAA inhib,5%,-9%,-7%,-10%,-11%,-3%,-2%,.
HTT ATP protect,6%[10 µM],-29%,-34%,-8%[10 µM],9%,-3%,22%,.
Lamin A splicing,-10%,-4%,?,.,-11%,-6%,-3%,?

Looked up one by one from the list above, 2 records:
12	COc1ccc2c(c1)c(C(=O)CN1CCN(c3ccccc3)CC1)c(C)n2C
6	Cc1ccsc1/C=N/NC(=S)NCc1ccccc1

entry no.,12,6
GAA glycogen,1%,4%
GAA spleen mod,-6%,-7%
CBFb-RUNX1 inh,-19%,13%
HttQ103 aggreg,-10%[9.22 µM],-7%
GAA inhib,-10%,-8%
HTT ATP protect,-8%[10 µM],?
Lamin A splicing,.,.

Remaining list, next part:
17	COc1ccccc1Cn1c(C(C)C)nc2ccccc21
18	Cc1ccsc1/C=C1\CCC(C2CCCC2)C1=O (centres undefined)
19	Fc1cc2[nH]c(=S)[nH]c2cc1Cl
20	CCOC(=O)N1CCN(S(=O)(=O)c2ccc(C(=O)Nc3nc4c(s3)CC(C)CC4)cc2)CC1 (centres undefined)
21	CCN(CC)CCC(c1ccc2c(c1)OCO2)c1c(OC)cc(OC)c2c(-c3ccccc3)cc(=O)oc12 (centres undefined)
22	CCn1c(SCC(=O)N2c3ccccc3Sc3ccccc32)nnc1-c1ccco1
23	Nc1ccc(S(=O)(=O)C(F)(F)F)cc1N
24	COc1cc2c(-c3ccccc3O)nc3c(c(C)nn3-c3ccccc3)c2cc1OC

entry no.,17,18,19,20,21,22,23,24
GAA glycogen,0%,5%,-2%,2%,0%,-1%,-3%,-2%[76.3 µM]
GAA spleen mod,-5%,7%,5%,-7%,0%&6%,-7%,1%,-18%
CBFb-RUNX1 inh,2%,2%,-5%,-1%,-2%&-1%,-5%,-1%,9%
HttQ103 aggreg,-3%[9.22 µM],20%,18%[9.22 µM],8%,-14%[9.22 µM],1%,3%,14%
GAA inhib,.,1%,-1%,2%,.,-19%,7%,0%
HTT ATP protect,-14%[10 µM],-47%[inhibitor],25%[10 µM],-2%,-17%[10 µM],-13%[0.074 µM],6%[10 µM],1%[10 µM]
Lamin A splicing,.,.,.,2%,.,-9%,3%[46 µM],1%

25	O=C(Nc1cc(Cl)ccc1Cl)C1CC(=O)N(c2ccccc2)C1 (centres undefined)
26	CCCNC(=O)Cn1c2ccccc2c2nc(=O)cc(C)n21
27	CC(C)(C)OC(=O)NCCc1nnc(SCC(=O)Nc2cccc(Cl)c2)o1
28	Cc1ccc(C)c(NC(=O)Cc2nc(CCl)cs2)c1
29	N#CCCN(C(=O)COC(=O)Cc1ccc(Br)cc1)c1ccccc1
30	O=[N+]([O-])c1cccc(-n2nnnc2CN2CCCCCC2)c1
31	CC(Oc1ccc(NC(=O)c2ccco2)cc1)C(=O)N1c2ccccc2CC1C (centres undefined)
32	COc1cc(OC)cc(C(=O)Nc2ccc(S(=O)(=O)Nc3ncccn3)cc2)c1

entry no.,25,26,27,28,29,30,31,32
GAA glycogen,20%,7%,-11%,-6%,-14%,1%,-2%,22%
GAA spleen mod,-1%,5%,-3%,-4%,1%,-3%,-6%,-1%
CBFb-RUNX1 inh,7%,6%,2%,-15%,12%,3%,3%,6%
HttQ103 aggreg,21%[9.22 µM],23%,5%,11%,-19%,-5%,23%[9.22 µM],1%
GAA inhib,7%,-5%,-5%,8%,-9%,?,-10%,4%
HTT ATP protect,-55%,-24%,-12%,-30%[10 µM],-28%,28%[10 µM],4%,.
Lamin A splicing,-5%[46 µM],0%,-10%,-12%,.,-2%,-10%,.

33	Cc1ccc(S(=O)(=O)NCc2ccc(C(=O)NCCN(Cc3ccccc3)C(C)C)cc2)cc1
34	CCOc1ccc(OCC)c(NC(=O)C(NS(=O)(=O)c2ccc3c(c2)oc(=O)n3C)C(C)C)c1 (centres undefined)
35	CCN(CC)c1ccc2cc(S(=O)(=O)c3ccc(Cl)cc3)c(=O)oc2c1
36	Cc1ccc(OS(=O)(=O)c2ccccc2)c(/C=N/N=C2\NC(=O)C(C)S2)c1 (centres undefined)
37	CC(=O)Nc1nnc(SCC(=O)c2ccc(F)cc2)s1
38	O=c1c2[nH]c3ccccc3c2ncn1Cc1ccncc1
39	O=C(c1ccco1)N1CCN(Cc2cccc([N+](=O)[O-])c2)CC1
40	N#CC1=C(N)N2C(=C(C#N)C1c1cccc(Br)c1)Nc1ccccc12 (centres undefined)

entry no.,33,34,35,36,37,38,39,40
GAA glycogen,3%,-1%,1%,-4%,-6%,-5%,-4%,21%
GAA spleen mod,3%,-7%,7%,0%,4%,3%,-17%,-7%
CBFb-RUNX1 inh,14%,2%,14%[2.36 µM],-7%,4%,13%,6%,8%
HttQ103 aggreg,?,7%,27%,4%,0%[9.22 µM],-21%,5%,?
GAA inhib,?,-5%,?,1%,4%,0%,2%,4%
HTT ATP protect,-47%[inhibitor],-12%,.,-9%[10 µM],11%[10 µM],-18%[0.074 µM],.,-22%[10 µM]
Lamin A splicing,.,-1%,?,?,-2%[46 µM],2%,.,?

41	Cc1cccn2cc(CCNC(=O)c3cccs3)nc12
42	CCOc1ccc(CN(Cc2ccco2)C(c2cccs2)c2nnnn2C(C)(C)C)cc1 (centres undefined)
43	O=C(CCS(=O)(=O)c1cccc2nsnc12)N1CC(=O)N(CCc2ccccc2)C(=O)C1
44	NC(=O)CSc1cn(Cc2ccc(F)cc2)c2ccccc12
45	COc1ccc(-c2nn(-c3ccccc3)cc2/C=N/NC(=S)NC(C)C)cc1OC
46	Cc1cc2nc(C3CCN(Cc4nnnn4Cc4cccs4)CC3)[nH]c2cc1C
47	CSc1ccccc1NC(=O)Cc1ccccc1[N+](=O)[O-]
48	COc1cccc(CNC(=O)C2CCN(S(=O)(=O)c3c(C)nn(C)c3C)CC2)c1
49	COc1cccc(C(=O)O/N=C(\N)c2ccc([N+](=O)[O-])cc2)c1
50	COc1ccccc1NC(=O)COC(=O)/C=C/c1ccccc1[N+](=O)[O-]

entry no.,41,42,43,44,45,46,47,48,49,50
GAA glycogen,0%,-7%,-2%,8%,-3%,1%,9%,11%,7%,8%
GAA spleen mod,-1%,0%,-16%,0%,-1%,1%,2%,-2%,-10%,-11%
CBFb-RUNX1 inh,6%,20%,3%,-5%,-22%,2%,6%,2%,-2%,-9%
HttQ103 aggreg,1%[9.22 µM],?,-15%,17%,-23%,-18%,15%[9.22 µM],8%,7%,-12%
GAA inhib,.,-8%,5%,-12%,-2%,2%,5%,-10%,5%,-1%
HTT ATP protect,8%[10 µM],9%[10 µM],9%[10 µM],.,8%[1.9 µM],-41%[inhibitor][10 µM],5%[10 µM],-9%,-8%,3%[10 µM]
Lamin A splicing,.,?,-1%,.,?,-29%,-5%[46 µM],-1%,-5%,-19%

Entries of single compounds as entered above.
Shown for `Cc1cccn2cc(CCNC(=O)c3cccs3)nc12` : GAA glycogen: 0%; GAA spleen mod: -1%; CBFb-RUNX1 inh: 6%; HttQ103 aggreg: 1%[9.22 µM]; GAA inhib: .; HTT ATP protect: 8%[10 µM]; Lamin A splicing: .
Shown for `COc1ccccc1NC(=O)COC(=O)/C=C/c1ccccc1[N+](=O)[O-]` : GAA glycogen: 8%; GAA spleen mod: -11%; CBFb-RUNX1 inh: -9%; HttQ103 aggreg: -12%; GAA inhib: -1%; HTT ATP protect: 3%[10 µM]; Lamin A splicing: -19%
